All columns: NCI-60 one-dose screen, growth in % after 48 h at 10 µM unless noted; 100 = growth as untreated, 0 = no growth, -100 = all killed.
HS 578T = HS 578T breast cancer; AID 1794788; 78,000 compounds, 4.1% hits
BT-549 = BT-549 breast cancer; 78,000 compounds, 4.4% hits
K-562 = K-562 leukemia; AID 1794777; 78,000 compounds, 7.4% hits
MCF7 = MCF7 breast cancer; 82,000 compounds, 6.3% hits; AID 1794796
MDA-MB-231 = MDA-MB-231 breast cancer; AID 1794789; 81,000 compounds, 5% hits
SR = SR leukemia cells | AID 1794780 | 73,000 compounds, 8.7% hits
MDA-MB-468 = MDA-MB-468 breast cancer; 78,000 compounds, 8.5% hits; AID 2202374
T-47D = T-47D breast cancer; 79,000 compounds, 5% hits; AID 1794792
Starred values were filed as active, the others as inactive; / = no result given; & = joins results of further samples. Rule for the calls: active = growth percent below 10; inactive = the rest.

SMILES	HS 578T	BT-549	K-562	MCF7	MDA-MB-231	SR	MDA-MB-468	T-47D
Cc1nc2ccccc2c(C(=O)O)c1-c1ccccn1	122	109	119	104	95	103	110	116
COc1nc2c(c(=O)[nH]1)NC1=C(C(=O)c3ccccc31)C1(C=C(O)c3ccccc31)N2 (configuration not stated)	111	110	88	89	102	/	109	104
Cc1nc2ccc(Nc3nc(Nc4ccc(F)cc4)nc(N4CCCCC4)n3)cc2n1Cc1ccccc1	99	95	73	61	101	49	83	65
COc1cc2c(c(Cl)c1OC)CCN(C)CC2c1ccccc1 (configuration not stated)	97	93	95	81	/	/	90	/
C[C@H]1CCC/C=C/[C@@H]2C[C@H](O)C[C@H]2[C@H](O)/C=C/C(=O)N1	79	116	102	107	105	84	/	94
COc1ccc2c(c1)c(-c1nc(-c3c[nH]c4c(Cl)nccc34)cs1)cn2C(=O)OC(C)(C)C	77	69	58	49	74	33	58	42
O=C1Nc2cc(Cl)ccc2/C1=C/c1ccc(OCc2ccc(Cl)cc2)cc1	92	117	88	63	97	103	107	80
COc1ccc(C(=O)C(C)C(C)OC(=O)c2ccccc2C(=O)O)cc1 (configuration not stated)	102	121	112	99	119	95	108	113
Cn1cc(-c2nnc(-c3cn(C)c4ncc(Br)cc34)s2)c2cc(Br)ccc21	89	96	98	74	67	100	101	68
Nc1ncc(-c2ccc3ncnc(N4CCc5cc(F)c(Cl)cc54)c3c2)cc1C=O	-19*	9.1*	35	12	26	19	/	7.9*
Nc1nc(SCc2ccc(Cl)cc2)c2ncn(C3OC(CO)C(O)C3O)c2n1 (configuration not stated)	95	85	104	100	101	93	103	93
NC1N=C(Nc2ccc(Cl)cc2)N=CC(c2cc3cc(Br)ccc3oc2=O)=N1 (configuration not stated)	99	92	94	93	93	93	96	83
O=C(OCC1OC(n2cnc3c(=S)nc[nH]c32)C(OC(=O)c2ccc(Cl)cc2)C1OC(=O)c1ccc(Cl)cc1)c1ccc(Cl)cc1 (configuration not stated)	94	105	/	94	86	52	84	56
CCC(C)(O)C#CC(C)(O)CC (configuration not stated)	104	101	108	101	/	102	97	/
C=CC(CCl)OC(=O)Nc1cccc(Cl)c1 (configuration not stated)	102	95	107	92	103	88	116	98
Cc1ccc(S(=O)(=O)NNC(=O)C(C)(C)C)cc1	101	110	109	93	105	/	99	103
O=C1c2ccccc2C(=O)c2c1ccc(C(Br)Br)c2Cl	86	/	-29*	2.1*	-42*	-51*	-13*	23
CC(=O)Oc1c(Cl)c(Cl)c(Cl)c(Cl)c1Cl	106	95	101	94	86	106	113	89
O=C1c2ccccc2NC(c2cn(-c3ccccc3)nc2-c2cccs2)N1Cc1ccccc1 (configuration not stated)	94	89	71	72	77	67	95	55
ONc1nc(NO)c2[nH]cnc2n1	108	77	23	90	77	21	48	53
O=C1OC(=O)C2(Cl)C3C=CC(C3)C12 (configuration not stated)	82	82	98	93	85	105	99	85
O=C1OC(/C=C/c2ccccc2)=NC/1=C/c1ccccc1[N+](=O)[O-]	107	90	106	91	99	91	101	90
Cc1ccc(OCC(O)CN2CCN(c3ccc(C)cc3)CC2)cc1 (configuration not stated)	97	98	109	106	100	107	95	105
COc1ccc2cc(C(C)=O)c3ccccc3c2c1	80	113	102	100	85	84	91	91
COC(=O)/C(CCC=C(C)C)=C1\[C@@H](OC(C)=O)C[C@@]2(C)[C@H]1C[C@@H](OCCC#N)[C@H]1[C@@]3(C)CC[C@@H](O)[C@@H](C)[C@@H]3CC[C@@]12C	70	75	34	41	74	60	53	57
CCCCCCOC(=O)c1cccnc1	105	113	95	87	94	/	100	113
COc1cc2nc(SCC(=O)NC3CCCCC3)n(-c3ccc(S(=O)(=O)Nc4ccc(Cl)nn4)cc3)c(=O)c2cc1OC	99	109	96	96	94	93	100	106
NC1=CSC2=N/C(=C\c3ccc(Cl)cc3)C(=O)N12	101	75	40	67	83	-2.3*	64	79
Cn1c(O)c(/C=C2\C=c3ccccc3=N\C2=N\c2nc3ccccc3s2)c(=O)n(C)c1=O	94	102	115	77	94	100	103	105
O=S(=O)(NCCCNc1nccc(-c2c(-c3ccc(F)cc3)nc3sccn23)n1)c1ccccc1	99	94	37	35	64	61	56	34

Not a retest: entries from further up.
SMILES	HS 578T	BT-549	K-562	MCF7	MDA-MB-231	SR	MDA-MB-468	T-47D
O=C1c2ccccc2NC(c2cn(-c3ccccc3)nc2-c2cccs2)N1Cc1ccccc1 (configuration not stated)	94	89	71	72	77	67	95	55
ONc1nc(NO)c2[nH]cnc2n1	108	77	23	90	77	21	48	53
O=C1OC(=O)C2(Cl)C3C=CC(C3)C12 (configuration not stated)	82	82	98	93	85	105	99	85
O=C1OC(/C=C/c2ccccc2)=NC/1=C/c1ccccc1[N+](=O)[O-]	107	90	106	91	99	91	101	90
Cc1ccc(OCC(O)CN2CCN(c3ccc(C)cc3)CC2)cc1 (configuration not stated)	97	98	109	106	100	107	95	105
COc1ccc2cc(C(C)=O)c3ccccc3c2c1	80	113	102	100	85	84	91	91
COC(=O)/C(CCC=C(C)C)=C1\[C@@H](OC(C)=O)C[C@@]2(C)[C@H]1C[C@@H](OCCC#N)[C@H]1[C@@]3(C)CC[C@@H](O)[C@@H](C)[C@@H]3CC[C@@]12C	70	75	34	41	74	60	53	57
CCCCCCOC(=O)c1cccnc1	105	113	95	87	94	/	100	113
COc1cc2nc(SCC(=O)NC3CCCCC3)n(-c3ccc(S(=O)(=O)Nc4ccc(Cl)nn4)cc3)c(=O)c2cc1OC	99	109	96	96	94	93	100	106
NC1=CSC2=N/C(=C\c3ccc(Cl)cc3)C(=O)N12	101	75	40	67	83	-2.3*	64	79
Cn1c(O)c(/C=C2\C=c3ccccc3=N\C2=N\c2nc3ccccc3s2)c(=O)n(C)c1=O	94	102	115	77	94	100	103	105
O=S(=O)(NCCCNc1nccc(-c2c(-c3ccc(F)cc3)nc3sccn23)n1)c1ccccc1	99	94	37	35	64	61	56	34

(further entries)
SMILES	HS 578T	BT-549	K-562	MCF7	MDA-MB-231	SR	MDA-MB-468	T-47D
Cc1c(Cl)c(S(N)(=O)=O)cc2c1NC(c1ccccc1)=NS2(=O)=O	104	113	108	95	104	116	103	103
CC(=O)c1cc(Nc2cc(C)nc(N)n2)cc(C(C)=O)c1	95	99	81	110	106	36	/	86
CCOC(=O)C(CCC(=O)OC)C(=O)OCC	111	97	130	96	92	119	110	99
COC(=O)C1(CC(=O)c2c(C)[nH]c3ccccc23)NC(=S)NC(=O)C1C#N (configuration not stated)	95	120	111	99	99	98	97	112
O=C(c1c[nH]c2ccccc12)c1n[nH]c(=S)n1C1CCCCC1	86	123	88	85	89	87	107	82
Cc1ccc(C(C)C)c(NC(=S)N/N=C/c2ccccc2O)c1	92	96	96	75	81	81	94	72
Cc1sc2c(c1C)c(=O)nc1c(-c3nc(-c4ccc(Cl)cc4)no3)n[nH]n12	108	106	96	90	99	93	103	88
O=C(CNc1nc(-c2ccccc2)cs1)Nc1ccccc1	14	-58*	5.7*	-60*	-31*	4.2*	-78*	-15*
COc1ccc(C(=O)C/C(=C/c2ccc(-c3ccc(Cl)cc3)o2)C(=O)NCc2ccccc2)cc1	107	95	105	84	93	/	95	96
COc1ccc(C2=NN(C(=O)c3ccc(S(C)(=O)=O)cc3)C(c3ccc(OC)cc3)C2)cc1 (configuration not stated)	100	87	82	89	108	108	99	89
N#CCCC(CCC#N)c1ccccc1	/	110	100	107	111	98	96	110
CC1=C(N2CCOCC2)C(N2CCOCC2)=C(C)C(=O)C1=O	109	110	93	93	115	97	97	95
O=Cc1ccc([N+](=O)[O-])o1	105&109	110&105	95&87	92&85	105&109	94&78	111&85	94&90
CCC(CC)C(=O)OCCOc1ccccc1	119	92	103	91	108	97	104	77
Brc1ccc(Nc2csc(Nc3cnccn3)n2)cc1	94	92	96	95	90	93	108	89

Complete entries, looked up by structure. Order of screens: HS 578T, BT-549, K-562, MCF7, MDA-MB-231, SR, MDA-MB-468, T-47D
Profile of `Cc1ccc(C(C)C)c(NC(=S)N/N=C/c2ccccc2O)c1` : 92, 96, 96, 75, 81, 81, 94, 72
Profile of `Cc1sc2c(c1C)c(=O)nc1c(-c3nc(-c4ccc(Cl)cc4)no3)n[nH]n12` : 108, 106, 96, 90, 99, 93, 103, 88

Continued:
SMILES	HS 578T	BT-549	K-562	MCF7	MDA-MB-231	SR	MDA-MB-468	T-47D
Cc1cc(O)c(C(C)C)cc1NC(=O)Nc1ccc([N+](=O)[O-])cc1	82&133	95&109	85	109&95	93&96	95	102&106	106&101
COc1ccc2c(c1)c(-c1nonc1-c1cn(C3O[C@H](COC(C)=O)[C@@H](OC(C)=O)[C@H](OC(C)=O)[C@H]3OC(C)=O)c3ccc(OC)cc13)cn2C1O[C@H](COC(C)=O)[C@@H](OC(C)=O)[C@H](OC(C)=O)[C@H]1OC(C)=O (some centres not stated)	89	99	96	92	111	95	96	94
COc1ccc(-n2c(-c3ccc(C)cc3)cnc2SCC(=O)Nc2ccc(-c3nc4ccccc4s3)cc2)cc1	112	104	109	69	107	100	75	91
COc1cc(C2C=C(c3ccccc3)Nc3nc(SC)[nH]c(=O)c32)ccc1Oc1ccnc2cc(Cl)ccc12 (configuration not stated)	95	75	75	68	82	92	85	82
CC1(C)CC(=O)C2=C(C1)N(c1ccc(OC(F)(F)F)cc1)C(N)=C(C#N)C2c1ccc(Cl)cc1 (configuration not stated)	66	109	87	86	81	/	93	79
Nn1c(SCC(=O)Nc2cc(Cl)c(Cl)cc2Cl)nnc1-c1cc(F)c(Cl)cc1Cl	103	87	90	79	127	100	/	98
COc1ccc(NC(=O)c2sc3nc4c(cc3c2N)CN(Cc2ccccc2)CC4)cc1	79	59	93	86	86	89	99	85
CCN(CC)CCCNc1ncnc(NCCCN(CC)CC)n1	101	89	96	97	105	93	99	105
Cc1cn(C2CC(F)C(CO)O2)c(=O)[nH]c1=O (configuration not stated)	133	81	58	113	98	/	91	98
CNC(=O)c1cc(Oc2ccc3nc(NC(=O)NCCCO)sc3c2)ccn1	100	123	14	101	101	90	92	92
NC(CCSCc1ccccc1)C(=O)O (configuration not stated)	97	111	112	102	98	100	104	105
COc1ccc(-c2cc(C(=O)N=Nc3c(O)[nH]c4ccc(Cl)cc34)c3ccccc3n2)cc1	78	107	65	19	-44*	53	75	102
Nc1nn(C(=O)c2ccncc2)cc1-c1ccc(Cl)cc1	117	127	96	113	95	107	98	77
CC[C@@]12C=CCN3CC[C@]4(c5cc(NC(=O)COc6cc(OCC(=O)Nc7cc8c(cc7OC)N(C)[C@H]7[C@@](O)(C(=O)OC)[C@H](OC(C)=O)[C@]9(CC)C=CCN%10CC[C@]87[C@@H]%109)cc7oc(-c8ccccc8)cc(=O)c67)c(OC)cc5N(C)[C@@H]4[C@](O)(C(=O)OC)[C@H]1OC(C)=O)[C@H]32	39	61	46	26	4.7*	11	72	77
CC(=O)C1=C(C)NC(Cl)=NC1c1ccccc1 (configuration not stated)	98	/	104	92	80	96	109	101
Nc1nc(Cl)c2ncn(Cc3cc4c(cc3Br)OCO4)c2n1	99	/	26	21	71	18	11	34
Clc1ccc(/C=N/N=C(N/N=C/c2ccc(Cl)cc2Cl)N/N=C/c2ccc(Cl)cc2Cl)c(Cl)c1	102	99	/	97	100	/	/	102
CCOC(=O)c1cccc2nc3n(c12)CCC3	118	/	106	105	110	94	119	108
CCN(CC)CCNc1cc(OC)cc2cccnc12	71	84	47	32	75	38	97	95
CCOP1(=O)OCCN(C)C(=O)C1NC(=O)c1ccccc1 (configuration not stated)	90	114	92	89	104	98	92	95
CC(C)CN1CCC(=O)NC1=S	107&127	103&108	126	99&98	108&111	123&93	109&111	113
CCC(CC)(CC)c1cc([N+](=O)[O-])c(C)c([N+](=O)[O-])c1OC	100	90	101	95	94	114	97	/
CC(C)(C)c1ccc(C(=O)Nc2ccc(C(=O)NNC(=O)CCCCCCCC(=O)NNC(=O)c3ccc(NC(=O)c4ccc(C(C)(C)C)cc4)cc3)cc2)cc1	103	98	29	90	85	120	98	85
CC(C)(C)c1ccc(O)c(Cc2cc(C(C)(C)C)ccc2O)c1	93	113	87	73	88	24	119	79
CCOC(=O)c1c(NC(=O)c2ccc(OC)cc2)sc2c(CN(C)C)c(O)ccc12	89	96	24	70	79	-21*	/	77
CCn1c2ccccc2c2cc(NC(=O)N3CCCCC3)ccc21	94	106	67	90	70	61	97	92
COC(=O)c1ccc2oc(NC(=O)c3ccc(N4CCN(C(c5ccccc5)c5ccccc5)CC4)c([N+](=O)[O-])c3)nc2c1	84	94	70	86	99	/	101	/
O=C1Cc2cc(CCN3CCN(c4nsc5ccccc45)CC3)c(Cl)cc2N1	103	93	/	86	90	86	49	55
CC(=O)C(CCc1ccccc1)(CCN(C)C)c1ccccc1 (configuration not stated)	85	91	87	92	93	75	73	95
CCCCOc1nc2cc(Cl)ccc2cc1/C=C/c1cc(/C=C/c2cc3ccc(Cl)cc3nc2OCCCC)n(-c2ccccc2)n1	/	89	92	95	82	73	92	66
COc1c2ccoc2cc2oc(-c3ccccc3)cc(=O)c12	131	109	119	82	86	87	97	91
CC1CCCC/C1=N/NC(=O)c1ccccc1 (configuration not stated)	106	86	95	99	100	118	100	98
N#Cc1c(-c2ccccc2)nc2c(c(-c3ccc(Cl)cc3)nn2-c2ccccc2)c1-c1ccc([N+](=O)[O-])cc1	104	111	101	92	102	63	104	90
COc1ccc(OC)c(NC(=O)CCCC(=O)CC(=O)c2cccnc2)c1	104	108	108	99	102	115	105	105
O=C1c2c(c3c4ccccc4[nH]c3c3ccc4ccccc4c23)C(=O)N1CCN1CCOCC1	62	70	11	16	70	13	59	19
Clc1ccc(C2CC(c3ccc(Nc4ccnc5cc(Cl)ccc45)cc3)=NN2c2ccc(Cl)cc2)cc1 (configuration not stated)	102	101	92	88	89	90	98	87
c1ccc(Cc2c[nH]c3ccccc23)cc1	82	100	100	94	98	97	106	119
CC1(c2ccccc2)NC(=O)N(CC(=O)Nc2ccc(C(=O)/C=C/c3ccc(Cl)cc3)cc2)C1=O (configuration not stated)	49	1.6*	2.1*	-67*	14	-13*	-9.5*	10
CC(=O)OCC1OC(n2cnc3c(=S)nc[nH]c32)C(OC(C)=O)C1OC(C)=O (configuration not stated)	110&103	114&92	110	101&69	92&97	66	107&94	108&67

Screening data from PubChem BioAssay.
